hcDAF-12 act: activators of H. contortus DAF-12 nuclear receptor. HEK293 hcDAF-12 lit1-tk-luc reporter, luminescence; 0% DMSO, 100% Δ7-dafachronic acid. activation, % at 6.8 µM. 370,000 compounds, 1.4% hits;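 active means activation above the mean of all tested compounds plus 3 SD, cut at about 5.5% in these data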;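 further: 100% = response to 3 µM Δ7-dafachronic acid high control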
FXN GAA850 act: increases GAA850 frataxin promoter reporter activity | activation, % at 6 µM | 360,000 compounds, 0.56% hits | AID 540364 | HEK293 lucGAA850 FXN promoter luciferase reporter, 24 h; percent of 10 µM SAHA response;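 active means activation above the average of all compounds screened plus 3 SD, cutoff fixed separately per campaign, cut at about 7.5% in these data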;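 further: 0% = DMSO wells and 100% = 10 µM SAHA wells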
ssDAF-12 act: S. stercoralis DAF-12 activation, primary screen | HEK293 ssDAF-12/GRIP1 lit1-tk-luc reporter, luminescence; % of 3 µM dafachronic acid response | activation, % at 6.8 µM | 370,000 compounds, 1% hits;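 active means activation above the mean over all tested compounds plus 3 SD, cut at about 0.9% in these data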;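 further: 0% = DMSO-only wells and 100% = 3 µM delta7-dafachronic acid wells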
DAX1 inh-1: inhibits human nuclear receptor DAX1; HEK293 Gal4-DAX1 luciferase reporter, luminescence; inhibition, % at 6.75 µM; 340,000 compounds, 0.99% hits; AID 504766;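 active means inhibition above the mean over all tested compounds plus 3 SD, cut at about 4.2% in these data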;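 further: 0% = DAX1-transfected cells with DMSO and 100% = empty-vector control cells with DMSO; inhibition shows as a rise in luminescence from relieved DAX1 repression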
sPLA2-III inh: Blocks human group III sPLA2 activity | inhibition, % at 12.2 µM | QFRET BODIPY PC-A2 liposome hydrolysis, fluorescence | 370,000 compounds, 0.56% hits | Q9NZ20;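 active means inhibition above mean plus 3 SD of compounds lying within the high and low control bounds, cut at about 19% in these data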;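 further: 0% = median of test compound wells and 100% = no enzyme DMSO wells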
hgDAF12 agonist: activates the H. glycines DAF-12 receptor ligand-binding domain. activation, % at 6.8 µM. 370,000 compounds, 1.8% hits. HEK293 GAL4-hgDAF12 UAS-luciferase reporter, agonist luminescence; normalized to butyrate control. AID 687014;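 active means activation above a cutoff set at the mean of all screened compounds plus 3 SD, cut at about 10% in these data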;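 further: 0% = DMSO wells and 100% = sodium butyrate wells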
SMARCA2 act: activators of SMARCA2 function; MG213 cells, MMTV-luciferase reporter, dexamethasone, overnight; 370,000 compounds, 1% hits; AID 652017; activation, % at 9.1 µM; in the data active means activation above about 7.8%;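 further: 0% = vehicle wells and 100% = reference activator wells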
PLCb3 inh: inhibitors of human phospholipase C beta3; Q01970; Purified PLC-beta3, fluorogenic substrate, fluorescence; inhibition, % at 12.2 µM; 370,000 compounds, 0.18% hits; AID 720704; in the data active means inhibition above about 11%;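 further: 0% = median of compound wells on plate and 100% = full blocker control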
NR1D1 modulator: modulators of human Rev-erb alpha DNA binding. P20393. Rev-erbα–FITC-DNA binding, fluorescence polarization, 90 min. activity, % at 10 µM. 370,000 compounds, 0.79% hits;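 active means activity above about 14%, limit read from the data; passing the limit was not always enough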;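 further: 0% = DMSO wells with 35 nM protein and 100% = DMSO wells with 750 nM protein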
DAX1 inh-2: DAX1 (NR0B1) inhibition, primary screen | inhibition, % at 6.8 µM | AID 652010 | 370,000 compounds, 1.1% hits | HEK293T StAR-luciferase reporter, SF-1/DAX-1 repression relief;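 active means inhibition above the mean over all tested compounds plus 3 SD, cut at about 3.6% in these data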;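 further: 0% = DAX-1 cells with DMSO and 100% = cells lacking DAX-1 with DMSO; higher inhibition means more luminescence from relief of DAX-1 repression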
PG9 Ab binder: binds the HIV-1 gp120 antibody PG9. TR-FRET gp120-PG9 antibody binding. inhibition, % at 6.7 µM. 360,000 compounds, 0.43% hits. AID 624416; in the data active means inhibition above about 8.5%
An asterisk follows results filed as active; . = no result given.

No.	Molecule	DAX1 inh-1	hgDAF12 agonist	PLCb3 inh	SMARCA2 act	NR1D1 modulator	ssDAF-12 act	DAX1 inh-2	PG9 Ab binder	sPLA2-III inh	FXN GAA850 act	hcDAF-12 act
1	Cc1cc(C)cc(C(=O)OCCN(C)C2CN(Cc3cn(Cc4ccccc4F)nn3)S(=O)(=O)C2)c1 (centres undefined)	.	0.1	3	-1	0	-1.9	-1.2	.	-12	.	-1.8
2	Nc1ccccc1C(=O)N/N=C1/C2CN3CCN(C2)CC1(Cc1ccccc1)C3	4.5*	8.2	-49	7	-2	-0.1	1.5	1.7	6	3.8	1.7
3	Cc1cccc(C)c1NC(=O)CN(C)C(=O)CN1C(=O)NC2(CCCC2)C1=O	0.5	0.2	1	-2	1	-0.8	2.0	-2.4	-1	-1.4	0.5
4	CCC(=O)Nc1ccc(S(=O)(=O)N2CCCCC2)cc1OC	0.1	-0.3	3	2	1	-1.2	-0.6	0.3	6	-0.5	0.1
5	Cc1ccc(C(=O)C(C)OC(=O)Cc2n[nH]c(=O)c3ccccc23)cc1C (centres undefined)	0.0	-2.6	1	0	-7	0.8	-0.3	1.4	-11	-0.5	-1.8
6	O=C(O)CC(c1ccccc1)c1ccccc1	-0.2	0.9	0	3	-5	-1.5	-0.2	-3.6	-4	-3.1	-0.5
7	O=C(NNS(=O)(=O)c1ccccc1)C1CCCCC1	3.9	-0.8	-4	0	-1	-0.5	-0.2	-0.1	2	0.4	2.6
8	CCC(=O)N1CCc2cc(S(=O)(=O)NCCCN(CC)Cc3ccccc3)ccc21	0.6	1.6	2	-2	-2	-0.9	-0.2	-0.8	-12	-2.8	0.5
9	CC(=O)c1cccc(NC(=O)c2ccccc2-c2ccccc2C(=O)O)c1	-1.2	0.3	0	-1	5	-1.3	-0.8	0.2	10	-0.9	-1.4
10	CC(C)NC1(C#N)CCN(Cc2ccccc2)CC1	-0.3	2.0	1	2	2	-0.9	-0.5	-1.5	0	-0.6	-0.2
11	O=C(NCC(=O)N(c1cccnc1)C(C(=O)NC1CCCCC1)c1ccccc1)c1ccco1 (centres undefined)	0.0	-0.4	-2	1	3	-0.8	-0.1	-1.2	7	1.9	0.8
12	COc1ccccc1NC(=O)c1ccc(NC(=O)COC(=O)C2CC2C)cc1 (centres undefined)	-0.6	0.9	-9	-1	0	-2.1	-0.3	-0.7	-5	-2.4	-2.1
13	O=C(COc1cc2oc(=O)c3c(c2cc1Cl)CCC3)NCCCN1CCCC1=O	0.2	1.6	-3	-1	1	-1.2	-4.2	0.1	7	-0.2	-2.3
14	S=C(Nc1ccccc1)N1CCC(Cc2ccccc2)CC1	3.4	2.3	0	2	-1	-1.2	-0.1	-1.4	14	1.1	-0.2
15	CC(=O)N1CCc2cc(S(=O)(=O)NC(CC(C)C)C(=O)N3CCn4c3nc3ccccc34)ccc21 (centres undefined)	3.2	1.0	-2	-4	3	-1.6	-0.4	0.3	10	-4.1	0.7
16	CN1CCN(c2ccc(Cl)cc2NC(=O)CC2OC(=O)c3ccccc32)CC1 (centres undefined)	1.1	-0.8	-2	0	-3	-1.0	-1.4	1.7	1	0.0	-0.7
17	O=C(Cc1ccc2c(c1)OCCO2)Nc1cc(Cl)ccc1N1CCOCC1	-1.4	-1.5	-7	1	-2	-1.6	-0.3	-1.1	-3	2.8	0.0
18	COc1cc(C)c(S(=O)(=O)Nc2ccc(CC(=O)O)cc2)cc1C	0.7	0.7	3	0	6	-1.1	0.3	-0.3	-10	-2.1	-1.9
19	COCCCNC(=S)N(CCO)Cc1cc2cc3c(cc2[nH]c1=O)OCCO3	0.7	1.6	-52	-2	-1	-0.8	-0.2	-0.1	16	0.6	-2.5
20	Nc1cc(Cl)ccc1N1CCCCCC1	-0.6	-1.7	3	-1	-6	-0.9	-0.3	-2.1	2	0.2	-1.2
21	Cc1ccc(OCC(=O)NCc2cccs2)cc1	1.0	6.3	2	3	-1	-1.1	0.3	2.6	-1	0.0	-0.6
22	CC1CN(c2oc(-c3ccccc3Cl)nc2C#N)CC(C)O1 (centres undefined)	0.9	-2.1	-2	0	13	-0.8	0.0	1.2	1	-0.4	0.2
23	O=C(COc1ncnc2sccc12)NC1CCCCC1	1.3	0.1	-6	1	-4	-1.0	1.3	-0.2	0	1.4	0.7
24	COc1cc(S(=O)(=O)Nc2ccncc2)ccc1F	-0.6	-0.1	0	2	4	-0.4	0.4	-3.0	-28	-1.0	-0.3
25	C=CCN(CCNP(=O)(OCC)OCC)CP(=O)(OCC)OCC	1.5	-0.8	-2	0	-6	-0.8	0.2	-2.8	-2	2.6	-1.3
26	COc1ccc(N=C(N)N=C(N)N)c(OC)c1	-0.4	-0.5	-3	-4	2	-1.4	-0.4	-0.4	14	-4.9	3.4
27	C(#Cc1ccccc1)C[N+]1(CC#Cc2ccccc2)CCCC1	-0.7	-1.2	4	-1	3	-0.2	-1.2	-1.3	0	-2.9	-2.1
28	Cc1cc(O)c(C(=O)/C=C/c2ccccc2O)c(=O)o1	0.9	5.1	-11	3	-4	0.7	0.2	0.4	4	0.9	6.8*
29	CCCCN(CC)C(=O)CN(C)S(=O)(=O)c1cccc2nsnc12	0.7	0.7	4	-1	0	-1.1	-0.1	-0.9	2	1.5	-0.5
30	CCOC(=O)c1c(C)[nH]c(C(=O)OCc2nc3ccsc3c(=O)[nH]2)c1C	0.7	6.9	-32	5	-6	-0.7	1.3	0.0	-3	0.6	-1.0
31	Cc1ccc(CNC(=O)C2CCN(S(=O)(=O)c3cccs3)CC2)o1	2.2	-0.1	-6	-4	0	-0.1	-0.2	1.4	-9	-1.9	-1.7
32	O=C1NC(=O)C2(COC(c3cccc([N+](=O)[O-])c3)OC2)S1 (centres undefined)	-0.6	-5.3	0	-3	-1	-1.2	-0.1	-0.5	3	-0.2	0.9
33	Cc1ccc(NC(=O)CNC(=O)c2cccc(C)c2)nc1	1.4	5.2	-3	8.4*	1	-1.0	2.6	-1.9	-6	-0.8	0.1
34	Cc1ccc(S(=O)(=O)Nc2ccc(-c3nc4ccc(C)cc4s3)cc2)cc1	-0.6	1.1	-93	1	4	-0.6	0.3	-1.2	-22	1.9	1.4
35	Cc1cccc(NC(=S)N/N=C/c2cccn2Cc2ccc(F)cc2)c1	0.3	-1.6	-18	-4	8	-1.7	-0.2	0.8	13	-0.4	-0.6
36	CC(=O)c1ccc(OCC(=O)NCCC2=CCCCC2)cc1	1.7	3.1	-6	-1	1	-0.6	0.7	1.6	4	1.2	-0.2

Numbers 1 through 4, quoted:
No.	Molecule	DAX1 inh-1	hgDAF12 agonist	PLCb3 inh	SMARCA2 act	NR1D1 modulator	ssDAF-12 act	DAX1 inh-2	PG9 Ab binder	sPLA2-III inh	FXN GAA850 act	hcDAF-12 act
1	Cc1cc(C)cc(C(=O)OCCN(C)C2CN(Cc3cn(Cc4ccccc4F)nn3)S(=O)(=O)C2)c1 (centres undefined)	.	0.1	3	-1	0	-1.9	-1.2	.	-12	.	-1.8
2	Nc1ccccc1C(=O)N/N=C1/C2CN3CCN(C2)CC1(Cc1ccccc1)C3	4.5*	8.2	-49	7	-2	-0.1	1.5	1.7	6	3.8	1.7
3	Cc1cccc(C)c1NC(=O)CN(C)C(=O)CN1C(=O)NC2(CCCC2)C1=O	0.5	0.2	1	-2	1	-0.8	2.0	-2.4	-1	-1.4	0.5
4	CCC(=O)Nc1ccc(S(=O)(=O)N2CCCCC2)cc1OC	0.1	-0.3	3	2	1	-1.2	-0.6	0.3	6	-0.5	0.1

Further compounds.
No.	Molecule	DAX1 inh-1	hgDAF12 agonist	PLCb3 inh	SMARCA2 act	NR1D1 modulator	ssDAF-12 act	DAX1 inh-2	PG9 Ab binder	sPLA2-III inh	FXN GAA850 act	hcDAF-12 act
37	O=C1CSC(=S)N1/N=C/c1ccc2c(c1)OCCO2	0.3	-2.8	-21	-2	3	-1.3	0.4	0.3	12	0.9	1.6
38	O=C(NCCCN1CCOCC1)c1ccc(CNS(=O)(=O)c2ccc(Br)cc2)cc1	0.1	-2.1	2	3	-1	-1.6	0.1	-3.8	0	-0.8	-0.9
39	Cc1cccc(N2CCN(c3ccc(N4C(=O)CCCC4=O)cc3[N+](=O)[O-])CC2)c1C	-0.7	-1.7	3	-1	-3	-2.0	-0.1	-1.9	-2	0.2	-0.4
40	CC(C)C[C@@H](CO)N1CCN(Cc2cccc(C#N)c2)CCC1=O	1.0	0.8	2	0	-2	-1.1	-0.3	-1.5	1	-1.0	-2.3
41	COc1cc(C(=O)N2C[C@H]3CC[C@H]2C3)ccc1OC1CCN(C(C)=O)CC1	0.7	0.3	-6	-3	0	-0.8	0.7	-1.2	6	1.3	2.7
42	CCOP(=O)(OCC)c1nc(-c2ccc(Br)cc2)oc1N1CCCCC1	-2.3	0.5	-25	1	-6	-1.8	-0.4	-1.2	-4	-1.0	-1.4
43	O=S(=O)(NCc1ccccc1)c1ccc(S(=O)(=O)NCC2CCCO2)cc1 (centres undefined)	-0.1	-4.4	-4	-2	-2	-0.6	-0.7	-0.9	-6	0.5	0.2
44	O=C1CNC(=S)N1C1CCCCCC1	-0.2	1.7	-5	2	0	-0.3	-0.4	-1.9	-46	1.2	0.4
45	O=C(O)CC1(CC(=O)Nc2ccc3c(c2)OCCCO3)CCCCC1	-0.4	7.3	-7	3	-4	-1.4	0.8	0.0	3	0.5	0.1
46	COC(=O)c1ccc(-c2nc(-c3ccc(Br)o3)no2)cc1	0.8	4.8	1	-1	7	-0.3	2.0	1.5	-5	1.2	-0.2
47	O=C(Nc1ccc2c(c1)OCCO2)C1CCN(c2cnccn2)CC1	-1.2	2.2	-23	-5	-3	-1.3	0.5	1.9	8	-0.2	0.1
48	CC(=O)NC(Cc1cccc(F)c1)C(=O)NC1CCN(C(=O)Nc2ccc(C)cc2)CC1 (centres undefined)	-0.3	2.1	-2	-2	-2	-1.4	-0.1	0.2	6	1.7	-1.7
